# PI4K2A inh: PI4K2A (human) kinase inhibition | Q9BTU6 | purified PI4K2A, ADP-Glo luminescence, 1 h; hits give low values | activity change, negative = inhibition, % at 76.9 µM | 0.13% of 420,000 active; in the data active means activity change below about -50%; inconclusive means mostly about -30% to -49%;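 further: -100% = wells without enzyme as full effect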
# Target sequence (Q9BTU6 whole entry, looked up): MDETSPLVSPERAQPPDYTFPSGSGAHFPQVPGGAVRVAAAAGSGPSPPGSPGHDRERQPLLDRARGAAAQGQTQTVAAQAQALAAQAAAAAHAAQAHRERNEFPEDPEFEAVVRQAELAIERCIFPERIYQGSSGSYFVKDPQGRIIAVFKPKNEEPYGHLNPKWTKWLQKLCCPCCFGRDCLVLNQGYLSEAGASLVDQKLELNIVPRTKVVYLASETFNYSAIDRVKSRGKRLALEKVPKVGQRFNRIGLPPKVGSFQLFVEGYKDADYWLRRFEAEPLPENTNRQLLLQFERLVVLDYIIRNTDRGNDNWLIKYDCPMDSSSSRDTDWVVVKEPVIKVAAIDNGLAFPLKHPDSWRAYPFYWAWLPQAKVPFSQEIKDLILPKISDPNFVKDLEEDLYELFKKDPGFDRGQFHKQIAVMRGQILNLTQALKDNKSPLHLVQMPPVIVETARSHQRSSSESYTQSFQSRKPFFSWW
#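 In this quantitative HTS, ADP production by PI4K2A was quantified luminescently after 1 h at ambient temperature; 100 microM adenosine served as plate-quality control.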
# GLS inh: blocks human kidney-isoform glutaminase activity. Potency, µM (series often up to 45.5 µM), without a hit: top-dose activity change, negative = inhibition, actives largely listed as inhibitors. GLS enzymatic activity, qHTS titration. 0.21% of 410,000 active. O94925; active means well fitted inhibition curve with a large enough effect; inconclusive means small, poorly fitted or top-dose-only effect, or another doubt; inactive means no such curve, though single readings can be large or run the other way; further: potency means the concentration at half of the fitted maximal effect
# Target sequence (O94925 whole entry, looked up, canonical isoform): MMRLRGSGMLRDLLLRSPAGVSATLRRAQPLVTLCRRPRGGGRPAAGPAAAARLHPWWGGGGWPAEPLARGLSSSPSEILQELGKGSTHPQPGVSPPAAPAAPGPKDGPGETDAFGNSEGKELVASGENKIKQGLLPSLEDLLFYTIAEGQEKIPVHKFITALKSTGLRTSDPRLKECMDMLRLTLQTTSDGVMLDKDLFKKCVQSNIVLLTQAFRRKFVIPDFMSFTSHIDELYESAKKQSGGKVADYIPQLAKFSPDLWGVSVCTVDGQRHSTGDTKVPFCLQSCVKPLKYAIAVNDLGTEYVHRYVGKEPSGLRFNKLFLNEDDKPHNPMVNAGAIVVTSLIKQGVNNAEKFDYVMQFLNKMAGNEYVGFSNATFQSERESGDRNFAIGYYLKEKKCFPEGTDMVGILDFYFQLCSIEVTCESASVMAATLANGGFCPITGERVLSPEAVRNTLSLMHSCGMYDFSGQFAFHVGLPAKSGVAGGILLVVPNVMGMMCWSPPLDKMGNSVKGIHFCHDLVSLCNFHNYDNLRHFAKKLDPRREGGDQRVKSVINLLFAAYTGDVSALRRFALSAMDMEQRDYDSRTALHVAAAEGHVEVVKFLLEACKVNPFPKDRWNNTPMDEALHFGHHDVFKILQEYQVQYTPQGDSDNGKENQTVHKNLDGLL
#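 Two-point fluorescence kinetic (t0, 30 min RT) for hKGA; glutamate detected via glutamate oxidase–HRP–Amplex Red. Substrate: 1 mM L-glutamine solution; buffer 45 mM KH2PO4, pH 8.2.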
# An asterisk follows results filed as active; ? = inconclusive. Unless noted, on the % scale 0 is the no-effect control and ±100 the full control effect.
SMILES,PI4K2A inh,GLS inh
CCOC(=O)N1CCN(C(c2ccnc3ccccc23)c2nnnn2-c2c(C)cccc2C)CC1 (stereo not drawn),-6,0%
COc1ccc(F)cc1-c1cc(C(=O)NC2CCCCC2)[nH]n1,-4,1%
CC1(C(=O)NS(=O)(=O)c2ccccc2)CCN1C(=O)C/C=C/c1ccccc1 (stereo not drawn),-2,12%
COc1ccc(-c2coc3c(C(=O)NCC4CC4)cccc23)c(C)c1,2,6%
O=C(NC(c1ccc2c(c1)OCO2)c1ccccn1)C1CCN(CCOc2ccc(Cl)cc2Cl)CC1 (stereo not drawn),-3,5%
CCCCn1nnnc1C(c1ccccc1)N1CCN(c2ccc(F)cc2)CC1 (stereo not drawn),5,2%
CC1(C(=O)Nc2ccc3c(c2)OCO3)CCN1C(=O)c1ccco1 (stereo not drawn),2,1%
CC1(C(=O)NS(=O)(=O)c2ccc(Cl)cc2)CCN1C(=O)c1ccccc1 (stereo not drawn),-6,7%
CCOC(=O)[C@]12CCC=C1N(Cc1ccccc1)C(=O)[C@H](CC(=O)N1CCOCC1)C2,-1,-1%
COc1cc(OC)cc(-c2noc([C@H]3C[C@H](O)[C@@H](CO)O3)n2)c1,2,-3%
COc1cc(C(O)c2nc(/C=C/c3ccccc3)cs2)ccc1F (stereo not drawn),-2,1%
COC(=O)[C@@]1(Sc2ccc(C)cc2)CC(=O)N[C@@H]1c1ccc(Br)cc1,0,-5%
CS(=O)(=O)N1CCCCC1c1cc(C(=O)Nc2ccc3c(c2)OCO3)no1 (stereo not drawn),4,4%
NC(Cc1ccc(F)cc1)c1csc(Nc2nccc(C(F)(F)F)n2)n1 (stereo not drawn),-5,3%
COc1ncc(-c2ccc(N3C(c4ccsc4)=Cc4ccccc4C3CC(C)=O)cc2)cn1 (stereo not drawn),-1,17%

# Ordered by value in GLS inh (smallest number first): 3 of the compounds above
molecule	GLS inh
CC1(C(=O)Nc2ccc3c(c2)OCO3)CCN1C(=O)c1ccco1 (stereo not drawn)	1%
CS(=O)(=O)N1CCCCC1c1cc(C(=O)Nc2ccc3c(c2)OCO3)no1 (stereo not drawn)	4%
CC1(C(=O)NS(=O)(=O)c2ccccc2)CCN1C(=O)C/C=C/c1ccccc1 (stereo not drawn)	12%

# Gathered by group, those above containing a carbonyl joined to an NH by a bond outside any ring.
SMILES,PI4K2A inh,GLS inh
COc1ccc(F)cc1-c1cc(C(=O)NC2CCCCC2)[nH]n1,-4,1%
CC1(C(=O)NS(=O)(=O)c2ccccc2)CCN1C(=O)C/C=C/c1ccccc1 (stereo not drawn),-2,12%
COc1ccc(-c2coc3c(C(=O)NCC4CC4)cccc23)c(C)c1,2,6%
O=C(NC(c1ccc2c(c1)OCO2)c1ccccn1)C1CCN(CCOc2ccc(Cl)cc2Cl)CC1 (stereo not drawn),-3,5%
CC1(C(=O)Nc2ccc3c(c2)OCO3)CCN1C(=O)c1ccco1 (stereo not drawn),2,1%
CC1(C(=O)NS(=O)(=O)c2ccc(Cl)cc2)CCN1C(=O)c1ccccc1 (stereo not drawn),-6,7%
CS(=O)(=O)N1CCCCC1c1cc(C(=O)Nc2ccc3c(c2)OCO3)no1 (stereo not drawn),4,4%

# Whole records, quoted from the list:
# `CC1(C(=O)NS(=O)(=O)c2ccccc2)CCN1C(=O)C/C=C/c1ccccc1` (stereo not drawn) as listed: PI4K2A inh: -2; GLS inh: 12%
# `CCCCn1nnnc1C(c1ccccc1)N1CCN(c2ccc(F)cc2)CC1` (stereo not drawn) as listed: PI4K2A inh: 5; GLS inh: 2%

# More compounds follow.
SMILES,PI4K2A inh,GLS inh
COc1ccccc1-c1csc(C(O)c2ccc(F)c(F)c2)n1 (stereo not drawn),-1,5%
O=C(NCCc1cccs1)Nc1ccc2nc([C@@H]3O[C@H](CO)[C@@H](O)[C@H]3O)[nH]c2c1,1,24%
Cc1ccc(C(O)c2ncc(-c3cccc4ccccc34)[nH]2)cc1F (stereo not drawn),0,6%
CCOC(=O)[C@]12CCC=C1N(Cc1ccccc1)C(=O)[C@H](CC(=O)NCCCCc1ccccc1)C2,5,3%
CC(=O)Nc1ccc(C2=NOC(C)(C)C(=O)N2Cc2cccc(C#N)c2)cc1,21,10%
CCC1CC(C(=O)O)CC(=O)N1 (stereo not drawn),-7,14%
Cc1ccc(S(=O)(=O)N2C[C@H]3C(=O)C[C@@H]4C(=O)N(c5ccccc5)C(=O)[C@@H]4[C@@H]3C[C@@H]2c2ccccc2)cc1,-6,3%
CN(C)c1ccc(CC(=O)N2CCCC(c3cc(C(=O)Nc4ccc(C(C)(C)C)cc4)no3)C2)cc1 (stereo not drawn),-2,10%
NC(=O)c1cccc(-c2csc(C(O)c3cccc(Cl)c3)n2)c1 (stereo not drawn),-1,-9%
CCNC(=O)Nc1ccc2c(c1)c(=O)n(C)n2Cc1ccc(Cl)cc1,2,1%
COc1ccc(-c2csc(C(O)c3ccc(F)cc3)n2)cn1 (stereo not drawn),-4,11%
COc1ccc(-c2csc(C(O)c3ccc(F)c(OC)c3)n2)cn1 (stereo not drawn),-1,-4%
CCc1nc2c(OCc3ccc(C#N)cc3)cccn2c1N(C)C(=O)c1ccc(C)cc1,-2,-3%
COc1ccc(OCCN2CCC(C(=O)NC(c3ccccn3)c3ccccc3OC)CC2)cc1 (stereo not drawn),-4,-2%
COc1ccc(-c2ccc(C(=O)NCc3ccncc3)c3occc23)c(C)c1,0,-11%
Cc1ccc2nc(C3CCCCC3)c(CC(C)(C)C)n2c1,1,18%
CC1(C(=O)NS(=O)(=O)c2ccccc2C(F)(F)F)CCN1C(=O)COc1ccc(Cl)cc1 (stereo not drawn),-1,12%
CC1(C(=O)NS(=O)(=O)C2CC2)CCN(C(=O)C2(c3ccc(Cl)cc3)CCCC2)C1 (stereo not drawn),-3,8%
CCc1nc2c(OCc3ccc(F)c(F)c3)cccn2c1N(C)C(=O)c1cccs1,-1,1%
CC(C)C(=O)N1CCCC1(C)C(=O)NCc1ccc(Cl)cc1 (stereo not drawn),2,-2%
COc1ccc(-c2ccc3c(c2)c(Sc2ccccc2)c(-c2ccccc2)n3C)cn1,-1,0%
COc1ccc(NC(=O)c2cc(C3CCCCN3C(=O)c3cc(F)ccc3C)on2)c(C)c1 (stereo not drawn),-7,-8%
C=C[C@H]1C(C(=O)OCC)=CC[C@@H](c2ccccc2)N1S(=O)(=O)c1ccc(C)cc1,2,-4%
O=S1(=O)CC(N2CCN(CCO)CC2)CN1Cc1cn(Cc2ccccc2C(F)(F)F)nn1 (stereo not drawn),-3,1%
CC(C)Nc1nc(NCc2ccccc2)c2sccc2n1,1,3%
COc1ccc(NC(=O)C2(C)Cc3c(-c4ccc(C(N)=O)cc4)ccnc3O2)cc1 (stereo not drawn),2,0%
Cc1ccc(Cc2c(C3CCCCC3)nc3ccc(Cl)cn23)cc1,-6,7%
Cc1noc(C)c1-c1ccc(C(=O)NCCc2ccccc2)c2occc12,1,11%
Cc1cc2nc(C3CCCCC3)c(Cc3ccsc3)n2c(C)c1Br,3,-11%
CCNC(=O)C1CCCN(Cc2ccc(C)c3ccccc23)CC1 (stereo not drawn),0,-5%
COCCNc1nc(NCc2ccc(NC(C)=O)cc2)c2sc(-c3ccccc3)cc2n1,-3,22%
CCOc1ccc(CCN2C(=O)C(=O)N([C@@H](Cc3ccccc3)CN3CCC[C@H]3CN3C(=O)C(=O)NC[C@@H]3Cc3ccccc3)C[C@@H]2Cc2ccccc2)cc1,4,2%
Cc1cc(C)c(S(=O)(=O)NN=C2c3ccccc3[C@H]3Cc4csc[n+]4[C@@H]23)c(C)c1,-21,-14%
O=S1(=O)CC(N2CCN(CC3CC3)CC2)CN1C1CCCC1 (stereo not drawn),-2,6%
CN(C)CCCOc1ccc(-c2cc3nc(NCc4cccnc4)n(C)c(=O)c3s2)cn1,2,7%
O=c1[nH][nH]c2c1[C@H](c1ccc(Cl)cc1)O[C@H](C1CCCC1)C2,3,21%
CC1(C(=O)NS(=O)(=O)c2ccc(C#N)cc2)CCN1C(=O)Cc1ccccc1Cl (stereo not drawn),-5,-3%
COC(=O)c1cnc(NC(=O)C2(C)CCN2C(=O)C(C)C)s1 (stereo not drawn),-6,4%
CCc1nc2c(OCc3ccccc3)cccn2c1N(C)C(=O)c1ccco1,0,1%
COCCCNC(=O)[C@@H](Cc1ccccc1)NC(=O)CC[C@H]1O[C@@H](n2ccc(=O)[nH]c2=O)[C@H](O)[C@@H]1O,5,9%
CC(C)NC(=O)C1(C)Cc2c(-c3cccc(C(N)=O)c3)ccnc2O1 (stereo not drawn),1,-4%
C=Cc1ccc(Cn2c(C)c(C(=O)NCc3ccccc3C(F)(F)F)sc2=O)cc1,-4,-7%
COc1cccc(CCN2C(=O)CCC3=C2CCC3=O)c1,4,-12%
COc1ccccc1CCC(=O)Nc1ccc2c(c1)c(=O)n(C)n2Cc1cccc(C(F)(F)F)c1,0,-1%
COc1ccc(NC(=O)C2(C)Cc3c(-c4ccc5c(c4)OCO5)ccnc3O2)cn1 (stereo not drawn),5,7%
O=CNc1cc(-c2ccc(C(=O)NC3CC3)cc2)cn2c(-c3ccc(F)c(Cl)c3)cnc12,3,5%
CC1(C(=O)NS(=O)(=O)c2cccc(C#N)c2)CCN1C(=O)CC1CC1 (stereo not drawn),2,-16%
Cc1ccccc1C(=O)N1CCC[C@H]1C(=O)N1CCC[C@H]1C(=O)NCc1ccccn1,0,2%
CC(C)N1CCC(C)(C(=O)Nc2cccc3c2CCCC3)C1 (stereo not drawn),1,1%
CC(=O)Nc1cc(-c2ccccc2)cn2c(-c3ccc(F)c(Cl)c3)cnc12,-1,-10%
COc1cccc(C(C)(O)c2nc(-c3cccs3)cs2)c1 (stereo not drawn),-1,-1%
COc1ccc(C2=Nc3ccccc3NC(=O)C2N(Cc2ccccc2)C(=O)C2=NNC(=O)CC2)cc1 (stereo not drawn),-3,25%
Cc1ccc(F)cc1-c1cc(C(=O)NCc2cc(C(F)(F)F)cc(C(F)(F)F)c2)[nH]n1,2,-14%
CCCc1nc2ccc(Cl)cn2c1Cc1ccccc1,-16,16%
CCC(c1nnnn1-c1ccc2c(c1)OCCO2)N1CCN(C(C)=O)CC1 (stereo not drawn),7,2%
N#Cc1ccccc1OCCCN1CCC(C(O)(c2ccccc2)c2ccccc2)CC1,1,?
COc1ccc(F)cc1-c1cc(C(=O)NCc2ccc(F)cc2)[nH]n1,-3,-4%
CC1(C(=O)Nc2cccc3cccnc23)CCN1Cc1csc2ccccc12 (stereo not drawn),6,-11%
CC(C)[C@H](COC=O)NC(=O)[C@H]1O[C@@H](n2ccc(N)nc2=O)[C@H](O)[C@@H]1O,-4,19%
CSc1ccccc1NC(=O)C1(C)CCN1C(=O)Cc1ccc(Cl)cc1Cl (stereo not drawn),0,-2%

# The results go on.
SMILES,PI4K2A inh,GLS inh
Cc1cccc(-c2cnc(C(O)Cc3ccccc3)[nH]2)c1 (stereo not drawn),1,-2%
CCOC(=O)[C@]12CCC=C1N(Cc1ccccc1)C(=O)[C@H](CC(=O)NCc1cccs1)C2,3,6%
CCO/C(C)=N/Oc1cccc(N(C)C)c1,-8,11%
COc1cccc(Cn2cnc(-c3ccccc3OC)c2-c2cccnc2)c1,-2,1%
Cc1ccc(C(O)c2ncc(-c3cccc(F)c3)[nH]2)cc1 (stereo not drawn),0,1%
CC(C)c1ccc(NC(=O)Nc2nc(C(N)CCc3ccccc3)cs2)cc1 (stereo not drawn),-2,2%
FC(F)(F)c1cccc(-c2cc3nc(NCCCn4ccnc4)ccn3n2)c1,-2,-13%
O=C(NC(c1ccccc1)c1cnccn1)C1CCN(CCOc2ccc(Cl)cc2Cl)CC1 (stereo not drawn),2,14%
CCN(CC)c1ncnc2c1ncn2[C@H]1CN(Cc2ccco2)C[C@@H](CO)O1,-8,3%
O=C(Nc1ccc(Cl)c(C(F)(F)F)c1)C1Cc2c(-c3ccc4c(c3)OCO4)ccnc2O1 (stereo not drawn),-2,-1%
Cc1cccc(CN2CCN(C3CN(C4CCCCC4)S(=O)(=O)C3)CC2)c1 (stereo not drawn),-6,2%
FC(F)(F)c1cccc(-c2cc3nc(NC4CCCCC4)ccn3n2)c1,-2,1%
COc1ccccc1-c1ccc2c(c1)C(C)(Cc1ccccc1C#N)C(=O)N2 (stereo not drawn),-4,2%
CC(C)C(C=Cc1ccccc1)=NNS(=O)(=O)c1ccccc1,5,-2%
CC(C)(C)c1ccc(CC(=O)N2CCC2(C)C(=O)NS(=O)(=O)c2cccc(C#N)c2)cc1 (stereo not drawn),-2,5%
O=C(c1cccnc1)N(Cc1ccccc1)C(c1ccccc1)c1nc2ccccc2[nH]1 (stereo not drawn),1,9%
COC(=O)[C@@]1(Sc2ccc(C)cc2)CC(=O)N(c2ccc3c(ccn3C)c2)[C@@H]1c1ccccc1,1,6%
COc1ccc(CN2C[C@@H](CO)O[C@@H](n3cnc4c(NCc5ccc(F)cc5)ncnc43)C2)cc1,-1,-12%
CCc1nc2c(OCCC3CCCCC3)cccn2c1N(C)C(=O)c1ccc(C)cc1,3,0%
CCOC(=O)C1=C[C@@H](C(C)(C)C)N(S(=O)(=O)c2ccc(C)cc2)[C@H]1c1ccc(OC)cc1,3,5%
CC1CCC(NC(=O)c2[nH]c(C(F)(F)F)nc2-c2ccccc2)CC1 (stereo not drawn),-1,-8%
Cc1cccc(C)c1NC(=O)C1c2ccccc2OCC(=O)N1Cc1ccco1 (stereo not drawn),2,2%
CCOC(=O)C1(C)CCN1C(=O)c1cccc(OC(F)(F)F)c1 (stereo not drawn),1,-14%
COc1cc(N)ccc1Nc1c2ccccc2nc2ccccc12,-6,0%
COc1ccccc1OCCCN1CCC(C(O)(c2ccccc2)c2ccccc2)CC1,4,2%
COCCNC(=O)C1(C)CCCN(C(=O)c2cccc(OC(F)(F)F)c2)C1 (stereo not drawn),3,1%
OC(c1ccc(Cl)cc1)c1ncc(-c2ccccc2F)[nH]1 (stereo not drawn),4,-1%

# An excerpt; count on the stated rates, not on these rows.
